hgDAF12 agonist = agonists of H. glycines DAF-12 nuclear receptor. HEK293 GAL4-hgDAF12 UAS-luciferase reporter, agonist luminescence; normalized to butyrate control. activation, % at 6.8 µM. 370,000 tested, 1.8% active;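 active = activation above a cutoff set at the mean of all screened compounds plus 3 SD, cut at about 10% in these data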;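 note: 0% = DMSO wells and 100% = sodium butyrate wells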
Rev-erbA mod = modulates human Rev-erb alpha binding to DNA. Rev-erbα–FITC-DNA binding, fluorescence polarization, 90 min. activity, % at 10 µM. 370,000 tested, 0.79% active. AID 1259318;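 active = activity above about 14%, limit read from the data; passing the limit was not always enough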;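 note: 0% = DMSO wells with 35 nM protein and 100% = DMSO wells with 750 nM protein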
SMARCA2 activ = activators of SMARCA2 function; 370,000 tested, 1% active; activation, % at 9.1 µM; MG213 cells, MMTV-luciferase reporter, dexamethasone, overnight; in the data active = activation above about 7.8%;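 note: 0% = vehicle wells and 100% = reference activator wells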
DAX1 inh-1 = inhibitors of DAX1 repression of SF-1 activated StAR promoter. 370,000 tested, 1.1% active. AID 652010. HEK293T StAR-luciferase reporter, SF-1/DAX-1 repression relief. inhibition, % at 6.8 µM;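 active = inhibition above the mean over all tested compounds plus 3 SD, cut at about 3.6% in these data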;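 note: 0% = DAX-1 cells with DMSO and 100% = cells lacking DAX-1 with DMSO; higher inhibition means more luminescence from relief of DAX-1 repression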
DAX1 inh-2 = inhibits human nuclear receptor DAX1. HEK293 Gal4-DAX1 luciferase reporter, luminescence. inhibition, % at 6.75 µM. 340,000 tested, 0.99% active. AID 504766;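 active = inhibition above the mean over all tested compounds plus 3 SD, cut at about 4.2% in these data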;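 note: 0% = DAX1-transfected cells with DMSO and 100% = empty-vector control cells with DMSO; inhibition shows as a rise in luminescence from relieved DAX1 repression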
Target sequence (P51843 207-470 limits assumed): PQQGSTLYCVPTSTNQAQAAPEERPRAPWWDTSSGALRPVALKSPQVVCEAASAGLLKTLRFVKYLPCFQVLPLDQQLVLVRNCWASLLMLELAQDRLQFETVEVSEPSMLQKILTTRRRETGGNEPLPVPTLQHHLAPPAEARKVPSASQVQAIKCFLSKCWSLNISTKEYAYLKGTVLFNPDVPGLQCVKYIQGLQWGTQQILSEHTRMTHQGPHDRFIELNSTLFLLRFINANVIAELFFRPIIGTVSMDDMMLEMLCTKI
ADAM17 inh = ADAM17 inhibition, QFRET primary screen; P78536; recombinant ADAM17, EDANS/DABCYL FRET peptide cleavage; inhibition, % at 6.95 µM; 370,000 tested, 0.83% active;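 active = inhibition above the mean of compounds lying between control limits plus 3 SD, set per campaign, cut at about 8.5% in these data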;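 note: 0% = DMSO-only wells as the low control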
MBD2 DNA inh = MBD2-methylated oligo binding inhibition; TR-FRET, MBD2 binding to methylated oligonucleotide; inhibition, % at 4.4 µM; 370,000 tested, 0.31% active; AID 686964; in the data active = inhibition above about 13%
Target sequence (Q9UBB5 whole entry, looked up): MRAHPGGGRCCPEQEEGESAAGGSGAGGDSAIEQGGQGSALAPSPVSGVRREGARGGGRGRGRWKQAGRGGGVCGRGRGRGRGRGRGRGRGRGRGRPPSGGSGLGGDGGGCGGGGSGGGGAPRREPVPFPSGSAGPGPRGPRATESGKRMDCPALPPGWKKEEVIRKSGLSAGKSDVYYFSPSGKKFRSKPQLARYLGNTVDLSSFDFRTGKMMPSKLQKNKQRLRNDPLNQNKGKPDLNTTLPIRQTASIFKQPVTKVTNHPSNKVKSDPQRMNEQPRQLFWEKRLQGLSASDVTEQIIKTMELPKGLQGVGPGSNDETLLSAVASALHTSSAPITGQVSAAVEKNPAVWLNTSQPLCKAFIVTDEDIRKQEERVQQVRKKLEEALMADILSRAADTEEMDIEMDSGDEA
ssDAF12 agonist = S. stercoralis DAF-12 activation, primary screen; HEK293 ssDAF-12/GRIP1 lit1-tk-luc reporter, luminescence; % of 3 µM dafachronic acid response; activation, % at 6.8 µM; 370,000 tested, 1% active;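 active = activation above the mean over all tested compounds plus 3 SD, cut at about 0.9% in these data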;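 note: 0% = DMSO-only wells and 100% = 3 µM delta7-dafachronic acid wells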
PLCb3 inh = inhibitors of human phospholipase C beta3. Q01970. Purified PLC-beta3, fluorogenic substrate, fluorescence. inhibition, % at 12.2 µM. 370,000 tested, 0.18% active. AID 720704; in the data active = inhibition above about 11%;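 note: 0% = median of compound wells on plate and 100% = full blocker control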
hcDAF12 agonist = H. contortus DAF-12 activation, primary screen. HEK293 hcDAF-12 lit1-tk-luc reporter, luminescence; 0% DMSO, 100% Δ7-dafachronic acid. activation, % at 6.8 µM. 370,000 tested, 1.4% active;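 active = activation above the mean of all tested compounds plus 3 SD, cut at about 5.5% in these data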;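 note: 100% = response to 3 µM Δ7-dafachronic acid high control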
PLCg1 inh = blocks human PLC-gamma1 enzyme activity. P19174. purified PLC-gamma1, fluorogenic substrate, fluorescence. inhibition, % at 12.2 µM. 370,000 tested, 0.84% active; in the data active = inhibition above about 9.5%
* marks the source's active call; other numbers are inactive results; . = no result given.

Results follow in this order: hgDAF12 agonist	Rev-erbA mod	SMARCA2 activ	DAX1 inh-1	DAX1 inh-2	ADAM17 inh	MBD2 DNA inh	ssDAF12 agonist	PLCb3 inh	hcDAF12 agonist	PLCg1 inh
COc1ccc(CCNC(=O)CSc2ncn[nH]2)cc1
    -0.1	-1.1	-3.3	0.2	0.3	1.5	5.8	-1.4	0.5	-0.1	10.4*
O=C(CSc1ccc(-c2ccco2)nn1)Nc1ccc(F)cc1F
    0.7	-1.4	-2.7	-0.6	0.0	-2.2	-3.3	-1.1	-10.9	0.7	-4.2
Cc1cccc(C)c1NC(=O)C1=C(O)c2ccccc2N(C)S1(=O)=O
    0.1	6.4	1.3	-0.4	1.1	-3.6	-2.6	-0.7	-1.8	1.7	4.9
O=C(Nc1ccnn1C1CCN(Cc2ccccc2)CC1)c1ccccc1Cl
    -0.8	-5.8	0.2	-1.2	-0.4	3.3	-3.0	-0.4	-4.7	0.4	4.8
O=c1c2ccccc2oc2cc(C#CC3(O)CCCCC3)ccc12
    -11.6	-4.2	-5.2	-0.8	-3.2	4.7	-2.1	-2.6	-6.4	-4.0	-4.7
CCOc1cc(NC(=S)NCCOC)c(OCC)cc1NC(=O)c1ccco1
    -1.5	-5.9	3.5	0.3	-0.2	-2.1	-1.4	-0.4	-3.5	3.9	-8.3
CCc1ccccc1NC(=O)Cn1nc(C(F)(F)F)c2c1CCC2
    -2.4	-2.3	-0.4	0.2	-0.1	-4.6	3.7	-1.0	-3.7	-0.7	-1.7
CC(C)CCNC(=O)C1(C)CCN1Cc1ccc2ccccc2c1 (centres undefined)
    0.0	-5.1	-8.4	-0.3	.	-0.3	1.8	-1.0	-2.1	-0.8	-1.4
CCc1ccc(NC(=O)CSc2nnc(-c3n[nH]c4ccccc34)n2-c2ccccc2)cc1
    1.5	33.8*	-4.0	-1.4	-0.5	-1.8	4.2	0.7	-1.0	3.0	1.5
C#CCn1c(O)c(N=NC(=O)CNC(=O)/C=C/c2ccccc2)c2ccccc21
    -0.8	4.1	-1.1	-0.6	0.5	-0.1	-7.4	-0.1	-1.2	-0.7	5.8

Next part
Results follow in this order: hgDAF12 agonist	Rev-erbA mod	SMARCA2 activ	DAX1 inh-1	DAX1 inh-2	ADAM17 inh	MBD2 DNA inh	ssDAF12 agonist	PLCb3 inh	hcDAF12 agonist	PLCg1 inh
CN(C)C(=S)c1ccc2ccccc2n1
    0.7	-6.1	3.8	0.1	-0.1	-2.0	3.3	0.3	3.2	1.8	2.9
CCOC(=O)CNC(=O)Nc1cc(C(C)(C)C)nn1-c1ccccc1
    2.1	-2.5	-4.8	-0.5	0.0	-1.1	-4.4	-0.8	-1.4	-0.6	-1.9
COc1ccc(NC(=O)C[C@H]2C(=O)N(c3ccccc3)C[C@@H]2CSC)cc1
    -2.5	2.0	-3.0	-0.6	0.0	-3.2	-1.8	-0.4	2.4	-2.3	0.9
O=c1c2ccccc2nnn1-c1ccccc1[N+](=O)[O-]
    2.2	-3.1	-0.8	-0.1	1.2	-2.6	-5.0	-1.2	2.9	0.0	-1.4
CCSc1ccc([C@@H]2[C@H]3C(=O)N(C)C(=O)[C@H]3[C@]3(C(=O)OC)CCCCN23)cc1OC
    -3.8	-6.6	-1.6	-0.1	0.3	10.8*	-3.4	-1.6	3.3	-1.7	2.9
CCOC(=O)C1=CCN(S(=O)(=O)c2ccc(Cl)cc2)C1c1ccc(Br)cc1 (centres undefined)
    -0.5	-4.8	-6.1	-1.4	.	3.8	3.6	-1.3	1.8	-0.8	3.1
C[C@@H]1CN([C@@H](C)CO)S(=O)(=O)c2ccc(/C=C/c3ccccc3)cc2O[C@@H]1CN(C)Cc1ccc(C(=O)O)cc1
    2.1	-0.8	5.8	-1.6	-2.1	-1.5	-3.9	-0.9	-3.5	0.7	-1.9
O=C(CC1C(=O)N(c2ccccc2)C(=S)N1c1ccccc1)c1ccc(Br)cc1 (centres undefined)
    3.3	2.8	-0.6	-0.5	-0.8	2.3	10.1	-1.2	-0.8	1.4	1.4
O=C(C(=O)N1CCN(c2ccccc2F)CC1)c1cn(CC(=O)N2CCOCC2)c2ccccc12
    0.3	2.2	-1.3	-0.4	2.0	1.2	-9.9	-1.1	-1.8	0.2	-1.0
COc1ccc(Cl)cc1NC(=O)C/C(C)=N/NC(=O)CC#N
    2.0	-1.9	0.6	-1.1	0.4	-1.5	-7.3	-0.2	0.0	2.5	0.3

Continuation.
Results follow in this order: hgDAF12 agonist	Rev-erbA mod	SMARCA2 activ	DAX1 inh-1	DAX1 inh-2	ADAM17 inh	MBD2 DNA inh	ssDAF12 agonist	PLCb3 inh	hcDAF12 agonist	PLCg1 inh
Cc1ccc(S(=O)(=O)N(CC(=O)N2CCCCC2)c2cccc(C)c2)cc1
    -1.8	-1.7	-1.8	-0.6	0.1	0.9	2.4	-0.5	4.7	-0.1	1.4
O=C(NCCS(=O)(=O)N1CCC2(CC1)OCCO2)c1ccccc1
    0.6	6.8	-0.5	-0.8	0.0	-2.8	-1.1	-0.5	-7.7	0.1	-0.3
CC(C)(C)OC(=O)NCCc1ccccc1/C=C/S(=O)(=O)NCc1ccc(F)cc1
    0.5	-4.4	-3.3	-2.5	.	1.6	-1.9	-0.8	-1.6	-3.2	-0.1
O=C1[C@H]2[C@@H]3CCN1CCC[C@@H]2C=C[C@@H]3c1ccc(Br)cc1
    -5.0	14.6	2.7	0.5	.	1.3	9.4	-0.5	1.3	-0.8	1.6
COCc1cc(C)nc(SCC(=O)N2CCC(C)CC2)c1C#N
    -1.0	-1.6	-3.0	-0.4	-1.3	-2.2	3.4	-1.9	0.8	-2.8	-0.1
CCCCCCN(C(=O)CCl)c1ccccc1
    3.2	3.6	-5.0	-0.9	-0.5	-4.9	3.8	-1.1	-8.8	1.0	-1.9
O=S(=O)(NC1CCN(S(=O)(=O)c2ccc3c(c2)OCCO3)C1)c1c(F)cccc1F (centres undefined)
    0.0	-6.5	-0.2	0.1	1.2	0.1	3.4	-1.3	0.6	-0.5	1.7
COc1ccc(-c2csc(NC(=O)CS(=O)(=O)c3ccc(F)cc3)n2)cc1OC
    -0.3	8.4	-2.6	-1.9	-1.1	-0.6	4.0	-0.9	-14.3	-2.9	-11.7
COc1ccccc1NC(=O)CSc1nnc(-c2ccccn2)n1Cc1ccco1
    0.6	-6.7	-2.2	-1.1	-2.2	3.6	-0.6	-1.2	-0.8	0.0	-1.0
O=C(CSc1nnc(-c2cccnc2)o1)Oc1ccccc1
    0.0	2.8	-2.7	-0.6	-0.5	5.2	-3.6	-1.1	-3.2	-1.4	0.0

Further records.
Results follow in this order: hgDAF12 agonist	Rev-erbA mod	SMARCA2 activ	DAX1 inh-1	DAX1 inh-2	ADAM17 inh	MBD2 DNA inh	ssDAF12 agonist	PLCb3 inh	hcDAF12 agonist	PLCg1 inh
N#C/C(=C\c1ccc(OCc2ccccc2)cc1)C(=O)Nc1nc2c(s1)CCN(Cc1ccccc1)C2
    6.6	1.4	-0.8	-0.5	0.8	-5.4	-3.3	-1.1	-17.2	0.5	-12.1
COc1ccc(NS(=O)(=O)c2ccc(N3CCOCC3)c(NC(=O)C(C)C)c2)cc1
    -3.9	-4.8	-5.5	-1.2	-1.5	-4.0	-1.3	-1.6	-5.5	-2.7	-2.4
O=C(NC1CCCc2ccccc21)c1ccc([N+](=O)[O-])cc1 (centres undefined)
    0.3	-0.4	-0.8	-0.3	0.7	1.3	-0.1	0.4	-2.1	-2.0	3.5
Cc1ccc(-c2cc(C(=O)Nc3cccc(S(=O)(=O)N(C)C)c3)c3ccccc3n2)o1
    -1.2	-1.1	0.1	-0.8	-0.9	-17.2	1.1	-1.3	-283.1	-1.9	-198.9
CC(C(=O)Nc1ccccn1)N1C(=O)C2C3C=CC(C3)C2C1=O (centres undefined)
    5.4	3.5	0.8	-0.6	0.6	0.5	-2.4	-0.7	2.0	-2.0	2.3
CC(=O)NC1C(=O)N=C(SCC(=O)NC(C)c2ccccc2)NC1=O (centres undefined)
    -1.5	2.7	-0.8	0.6	0.3	2.0	-1.5	-1.8	-0.7	2.9	1.9
O=C(NCc1ccccc1)NC(=O)c1ccc(Cl)cc1
    0.9	-6.9	1.9	0.2	0.3	-2.4	-0.6	-0.9	-1.0	-2.1	1.0
O=C(CSc1ccccc1)Nc1nnc(C2CC2)s1
    1.8	-1.4	-0.4	1.7	0.3	-0.2	-4.7	-0.6	-2.0	-1.3	-0.7
CC(C)NC(=S)N1CCN(Cc2ccc3c(c2)OCO3)CC1
    1.5	5.7	-4.4	0.2	0.3	-3.2	0.4	-0.9	0.8	-1.1	0.3
COc1ccccc1-c1n[nH]c(=S)n1Cc1ccccc1
    2.4	3.0	-0.6	0.3	-1.2	0.1	-0.5	-0.9	-3.4	3.2	0.9

(next part)
Results follow in this order: hgDAF12 agonist	Rev-erbA mod	SMARCA2 activ	DAX1 inh-1	DAX1 inh-2	ADAM17 inh	MBD2 DNA inh	ssDAF12 agonist	PLCb3 inh	hcDAF12 agonist	PLCg1 inh
CCCOc1ccc(CCc2n[nH]c(=S)n2-c2ccccc2)cc1
    0.0	-3.8	-2.9	0.2	-0.4	0.3	-2.3	-0.4	-1.4	-0.7	2.0
Cc1cc(C)c2c(N)c(-c3nnc(SCc4ccc(Cl)cc4)n3C)sc2n1
    1.3	-7.2	-4.2	0.0	0.8	-3.6	-2.8	-1.7	-53.4	0.1	-30.6
CCCCN(C)Cc1c(C)[nH]c2ccc(C)cc2c1=O
    -1.9	-1.7	-0.9	0.3	0.0	-3.0	-4.7	-1.2	4.0	-1.2	-0.6
COC(=O)C1CCN(C(=O)Cc2ccccc2OC)CC1
    0.9	0.2	-0.3	-0.1	0.3	-1.1	3.7	-1.1	2.5	0.0	3.7
COc1ccc(C2C(C(=O)N3CCOCC3)=C(C)NC3=C2C(=O)CC(C)(C)C3)cc1O (centres undefined)
    2.5	-0.9	6.3	-0.2	1.0	-14.0	2.8	-1.9	-32.9	-0.5	-23.0
CSc1ccc(C2NC(=O)c3ccccc3N2)cc1 (centres undefined)
    14.7*	-2.1	4.5	-0.3	4.6*	-261.3	-1.7	-0.2	-360.1	3.1	-260.1
CC(C)CN(CC(C)C)C(=O)CS(=O)(=O)Cc1ccccc1
    0.4	-0.1	-2.1	0.9	-0.5	-3.3	2.5	-1.2	-2.2	-0.6	-2.4
COc1ccc(-c2oc(NC(=O)CCl)c(C#N)c2-c2ccc(OC)cc2)cc1
    -3.3	-1.1	-5.8	-1.5	-0.4	6.9	0.3	-1.0	-35.0	-3.4	-20.9

High-throughput results (PubChem)

An unsorted share of the library; overall some 7.4% were active at least once.
